# Source: PubChem BioAssay
# HTR5A ag: HTR5A agonists in luminescence cell assay, primary screen, counter-screen for OPRM1-OPRD1 heterodimer agonist project, full-deck HTS; cell-based; activation, % at 9.3 µM; hit rate 0.61% among 340,000; AID 504692, 2011; in the data active means activation mostly above about 9.5%, no sharp cut-off; inactive means mostly below about 7.6%;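 further: 0% = cells with vehicle only and 100% = reference agonist; strong numbers were not always called active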
# Target sequence (P47898 whole entry, looked up): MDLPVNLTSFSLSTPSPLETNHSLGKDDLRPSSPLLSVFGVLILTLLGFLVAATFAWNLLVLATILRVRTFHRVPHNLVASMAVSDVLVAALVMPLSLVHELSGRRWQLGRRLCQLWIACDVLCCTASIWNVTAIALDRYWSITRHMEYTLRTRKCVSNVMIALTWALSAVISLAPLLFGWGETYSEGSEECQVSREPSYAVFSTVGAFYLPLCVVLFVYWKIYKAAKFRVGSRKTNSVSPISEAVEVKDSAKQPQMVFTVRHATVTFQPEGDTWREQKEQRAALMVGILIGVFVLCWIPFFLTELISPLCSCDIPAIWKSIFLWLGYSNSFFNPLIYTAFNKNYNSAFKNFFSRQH
# PKA-R1A act: activators of PKA-R1A holoenzyme, primary screen, biochemical, fluorescence polarization, Cy5-IP20, bovine R1A, mouse PKAc; cAMP-dependent protein kinase type I-alpha regulatory subunit (Bos taurus) + …; PKA-R1A dissociation; scaled: DMSO 0%, 113 µM cGMP 100%; activation, % at 11.4 µM; hit rate 0.083% among 340,000; AID 504707, 2011;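 active means percent activation above the mean of all tested compounds plus 3 SD, cut at about 19% in these data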;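 further: higher means more PKAc released from R1A so a rise in polarization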
# Arr AP2 block: inhibitors of beta-arrestin/AP2 binding, primary screen, biochemical, GPCR trafficking, flow cytometry. inhibition, % at 10 µM. beta-arrestin 1 C-terminal peptide binding to AP2 beta2-adaptin appendage (human). FITC-arrestin peptide / GST-AP2 beads; AP2 beta2 appendage carries R879A mutation. hit rate 0.31% among 340,000;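 active means inhibition above a set limit, near 3 SD of compounds lacking own fluorescence, cut at about 54% in these data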;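 further: plate controls were DMSO wells for no effect and 5 µM unlabelled arrestin peptide for full effect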
#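 System: GST-AP2 R879A glutathione beads; medium: PBS, Tween 20 0.05%, BSA 0.1%; reagent: fluorescein-tagged arrestin peptide at 50 nM final; schedule: pre-incubation 12 min, peptide binding 1 h, room temperature; detection: flow cytometry, FL1 (488/535 nm); read-out: inhibition as reduced fluorescein signal on beads, percent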
# MOR-DOR inv ag: inverse agonists of MOR-DOR heterodimerization, primary screen, cell-based, luminescence; Mu-type opioid receptor (Homo sapiens) + Delta-type opioid receptor (Homo sapiens), …; cell-based MOR-DOR heterodimer luminescence, inverse agonism; inhibition, % at 9.3 µM; hit rate 0.21% among 340,000; in the data active means inhibition above about 22%, passing the limit was not always enough;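 further: 0% = cells with DMSO and 100% = wells without cells with DMSO; values of inactives mirror those of a sister screen read the other way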
# PKA-R2B act: activators of PKA-R2B holoenzyme, primary screen, biochemical, fluorescence polarization, Cy5-IP20, human; cAMP-dependent protein kinase catalytic subunit beta (Homo sapiens) + cAMP-dependent …; PKA-R2B holoenzyme dissociation; R2B truncated from residue 108, S112A mutant; 0% DMSO only, 100% 113 µM cGMP; activation, % at 11.4 µM; hit rate 0.079% among 340,000; AID 504700, 2011;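 active means activation above a cutoff set at the mean over all compounds plus 3 SD, cut at about 18% in these data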;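 further: higher means more holoenzyme dissociation and a rise in polarization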
# Target sequence (P31323 whole entry, looked up, other chains not shown, the tested form may be a part): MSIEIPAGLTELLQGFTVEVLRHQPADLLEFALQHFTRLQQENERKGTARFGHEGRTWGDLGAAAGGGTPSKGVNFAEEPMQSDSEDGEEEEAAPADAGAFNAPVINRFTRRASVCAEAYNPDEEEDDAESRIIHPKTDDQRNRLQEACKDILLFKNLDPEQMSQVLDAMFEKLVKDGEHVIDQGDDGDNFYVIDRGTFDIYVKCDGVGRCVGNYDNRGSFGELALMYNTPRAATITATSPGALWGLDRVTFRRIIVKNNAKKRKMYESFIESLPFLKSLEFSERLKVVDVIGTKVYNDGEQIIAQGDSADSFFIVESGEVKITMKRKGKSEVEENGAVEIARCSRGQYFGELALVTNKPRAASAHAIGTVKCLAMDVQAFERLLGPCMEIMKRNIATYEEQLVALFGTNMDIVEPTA
# V-ATPase pHluor: regulators of yeast V-ATPase proton pumping, primary screen, pHLuorin cytosolic pH fluorescence; S. cerevisiae; response, % at 10 µM; hit rate 0.37% among 350,000; AID 504577, 2011; in the data active means response mostly above about 7.3%, no sharp cut-off; inactive means mostly below about 5.4%; further: actives read high; inactives centre near 0; some compounds called inactive have numbers as strong as hits; reference of the scale not given here
# HTR5A inv ctr: HTR5A inverse agonists in luminescence cell assay, primary screen, counter-screen for OPRM1-OPRD1 heterodimer inverse agonist project, full-deck HTS; HTR5A cell line, inverse agonism; AID 504634, 2011; hit rate 0.083% among 340,000; inhibition, % at 9.3 µM; in the data active means inhibition mostly above about 23%, no sharp cut-off; inactive means mostly below about 18%;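 further: 0% = cells with DMSO and 100% = no-cell wells with DMSO; some compounds called inactive have numbers as strong as hits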
# OPRM1-OPRD1 ag: agonists of OPRM1-OPRD1 heterodimerization, primary screen, cell-based, luminescence; activation, % at 9.3 µM; hit rate 0.3% among 340,000; cells; Mu-type opioid receptor (Homo sapiens) + Delta-type opioid receptor (Homo sapiens), …; AID 504326, 2011; in the data active means activation above about 18%;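 further: 0% = vehicle-treated cells and 100% = reference agonist; values of inactives mirror those of a sister screen read the other way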
# DSG3 Ab inh: inhibitors of pemphigus antibody binding to DSG3, primary screen, biochemical, bead-based, flow cytometry, scFv-GFP | Desmoglein-3 (Homo sapiens), P32926 | DSG3-coupled beads, scFv-anti-DSG3-GFP binding; stronger effect = lower value | binding (percent of control), % at 10 µM | hit rate 0.48% among 310,000 | AID 588358, 2011;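 active means binding more than 3 SD below its plate's average and above zero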; further: some compounds called inactive have numbers as strong as hits
# DAGLB inh: DAGLB lipase inhibitors, primary screen, biochemical, fluorescence, HTS. inhibition, % at 5.17 µM. HEK293T DAGLB membrane lysate, EnzChek fluorogenic substrate. AID 504411, 2011. Diacylglycerol lipase-beta (Homo sapiens), Q8NCG7. hit rate 0.059% among 340,000; in the data active means inhibition above about 34%;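 further: 0% = enzyme with vehicle and 100% = wells lacking enzyme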
# An asterisk follows results filed as active; . = not tested or not shown.
1) Cc1cc(C)n2nc3nc(N4CCCC4)nc(-c4ccccc4)c3c2n1
2) O=C(Nc1cccs1)Nc1ccccc1Br
3) CC(=O)N1c2ccc(S(=O)(=O)NCCC(=O)Nc3ccc(F)cc3C)cc2CC1C (configuration not stated)
4) CCCOc1ccc(-c2c(C(=O)N/N=C/C3CC=CCC3)nnn2-c2nonc2N)cc1 (configuration not stated)
5) Cc1cccc(NC(=O)c2cnc3sccn3c2=O)n1
6) COc1ccc(C(=O)NCc2nnc(SCC(=O)Nc3cccc(F)c3)o2)cc1
7) Cc1c(NC(=O)CCCN2C(=O)c3cccc4cccc(c34)C2=O)c(=O)n(-c2ccccc2)n1C
8) COC(=O)c1c(CSc2ccc(Cl)cc2)noc1C(=O)NCc1ccco1
9) COc1cccc(-c2c(C(=O)N/N=C/c3ccco3)nnn2-c2nonc2N)c1
10) CCc1ccccc1NC(=O)CN(C)C(=O)CSc1nn(-c2ccc(F)cc2)c(=S)s1
Screen / compound no.	1	2	3	4	5	6	7	8	9	10
HTR5A ag	5	2	3	5	-2	2	-5	0	2	3
PKA-R1A act	-2	1	-1	1	-15	-7	1	-9	2	-7
Arr AP2 block	-14	1	-3	11	1	3	21	4	10	4
MOR-DOR inv ag	12	-27	16	-1	19	-5	12	9	21	0
PKA-R2B act	2	7	1	-8	-10	-3	8	-7	-2	-3
V-ATPase pHluor	-12	2	3	-3	1	2	0	-1	0	0
HTR5A inv ctr	9	15	11	-21	5	-6	13	0	-6	-10
OPRM1-OPRD1 ag	-2.8	4.0	-3.1	0.1	-3.4	0.7	-2.3	-1.5	-4.2	-0.1
DSG3 Ab inh	.	109	117	.	106	96	101	101	103	105
DAGLB inh	1	-3	3	2	-2	1	-1	-3	-2	2

11) Cc1ccc(S(=O)(=O)N2C[C@H]3N(C(=O)OC(C)C)N(C(=O)OC(C)C)C[C@H](OC(=O)NCc4ccccc4)[C@@]3(O)C2)cc1
12) CCOc1ccccc1NC(=O)CSc1nc(=O)n(CCCN2CCOCC2)c2c1CCC2
13) CCc1nn(-c2ccccc2)c(N)c1-c1ccc(OC)c(OC)c1
14) CCn1c(SCC(=O)O)nnc1C1CCCCC1
15) c1ccc2c(Nc3nnc(-c4ccncc4)s3)cccc2c1
16) C[C@H]1CN([C@@H](C)CO)C(=O)c2cc(Br)cnc2O[C@@H]1CN(C)S(C)(=O)=O
17) CC1=C(C(=O)OCc2ccccc2)C(c2ccsc2)NC(=O)N1C (configuration not stated)
18) Cc1ccccc1NC(=O)c1cccc(S(=O)(=O)N2CCOCC2)c1
19) CCc1noc(C)c1C(=O)OC(C)C(=O)c1c(C)[nH]c2ccccc12 (configuration not stated)
20) C=C(C)C1CC=C(C)/C(=N\NC(=O)CNc2cccc3ccccc23)C1 (configuration not stated)
Screen / compound no.	11	12	13	14	15	16	17	18	19	20
HTR5A ag	.	-1	-5	1	5	.	0	-2	3	2
PKA-R1A act	5	-3	-9	-7	-2	11	1	-4	-5	-9
Arr AP2 block	.	1	1	-7	12	.	12	27	-4	12
MOR-DOR inv ag	.	3	2	2	-16	.	9	12	5	3
PKA-R2B act	5	-5	4	2	2	-1	0	3	-7	-13
V-ATPase pHluor	1	1	1	3	6	-1	6	0	10	-4
HTR5A inv ctr	.	2	12	-12	-6	.	0	7	-7	-5
OPRM1-OPRD1 ag	.	-0.6	-0.4	-0.3	2.9	.	-1.7	-2.2	-1.2	-0.7
DSG3 Ab inh	110	100	108	101	103	110	103	107	90	93
DAGLB inh	1	3	1	-2	3	-1	-1	-1	-3	6

21) NCCOc1ccccc1OCCN
22) COc1cccc(N2C(=O)N(c3ccccc3)C3CS(=O)(=O)CC32)c1 (configuration not stated)
23) NC(=O)CC[C@H](NC(=O)OCc1ccccc1)C(=O)OCc1ccc(Cl)cc1
24) Cc1ccc(N2C(=O)c3ccccc3NC2(C(=O)O)c2ccccc2)cc1Cl (configuration not stated)
25) Cc1cccc(NC(=O)c2cc(N3C(=O)CCC3=O)ccc2Cl)n1
26) O=C(COC(=O)CNS(=O)(=O)c1ccccc1)Nc1ncc(Cl)cc1Cl
27) CN1OC2C(=O)N(c3ccccc3)C(=O)C2C1c1ccc(F)cc1 (configuration not stated)
28) Cc1ccc(Cn2nnc3c(=O)[nH]c(C4CCN(C(=O)c5cccs5)CC4)nc32)cc1
29) CCc1ccc(NC(=O)c2cc(C)nn2-c2ccccc2)cc1
30) O=C(COC(=O)c1cccc(C(F)(F)F)c1)NCc1ccc(Cl)cc1
Screen / compound no.	21	22	23	24	25	26	27	28	29	30
HTR5A ag	-3	1	3	0	-1	3	0	3	0	2
PKA-R1A act	-4	-3	-9	-6	6	-3	-11	-13	2	3
Arr AP2 block	46	11	38	-4	-2	35	19	-1	11	15
MOR-DOR inv ag	6	-9	4	2	-5	7	7	7	2	16
PKA-R2B act	-1	1	6	7	-3	8	4	-3	7	-4
V-ATPase pHluor	3	3	0	4	-2	-3	-5	0	2	-2
HTR5A inv ctr	8	-13	-9	1	6	18	-38	-7	-2	-14
OPRM1-OPRD1 ag	-1.3	1.5	-0.7	-0.4	0.9	-1.8	-1.3	-1.3	-0.5	-3.0
DSG3 Ab inh	107	105	110	107	103	102	104	.	95	118
DAGLB inh	-2	-1	-2	5	1	2	0	-1	-2	0

31) O=c1oc2ccccc2n1CSC1=NCCS1
32) Cc1ccc(OCCOC(=O)C2CCN(S(=O)(=O)c3ccc(C)c(C)c3)CC2)cc1
33) CC(C)(C)NC(=O)CSc1nc(O)cc(=O)n1-c1ccccc1
34) O=C(Nc1cc(S(=O)(=O)N2CCOCC2)ccc1Cl)c1ccc(=O)[nH]c1
35) Cc1ccc(-n2c(=O)c3c(c4cc(C)ccc4n3C)n(CC(=O)NCC3CCCO3)c2=O)cc1 (configuration not stated)
36) CCN(CC(=O)Nc1ccc(NC(C)=O)cc1)C(=O)c1ccc(COc2ccccc2)o1
37) CC1(C)Cc2c(sc(NC(=O)C(=O)NCC3CCCO3)c2C(=O)O)CO1 (configuration not stated)
38) Cc1ccccc1NCc1nc2ccccc2n1C
39) COc1ccc(NC(=S)NC(=O)c2ccccc2Cl)cc1
40) Cc1nc(SCC(=O)NC(=O)NCc2ccco2)nc(C)c1C
Screen / compound no.	31	32	33	34	35	36	37	38	39	40
HTR5A ag	-6	-7	-3	2	.	-1	-2	2	-2	-2
PKA-R1A act	3	-5	-5	2	-4	-23	-6	-4	-4	-4
Arr AP2 block	26	12	31	-6	.	-2	8	33	2	-16
MOR-DOR inv ag	19	-18	15	11	.	7	13	5	6	-3
PKA-R2B act	0	1	0	6	3	-9	-5	-6	-9	-2
V-ATPase pHluor	-3	1	1	-3	-3	-1	2	-3	-2	2
HTR5A inv ctr	14	8	-14	11	.	2	8	-6	-3	5
OPRM1-OPRD1 ag	-4.7	2.8	-2.6	-1.7	.	-1.9	-2.5	-1.0	-0.9	0.7
DSG3 Ab inh	.	91	101	103	107	110	112	117	84	103
DAGLB inh	-5	-8	-1	2	3	0	0	-6	-4	1

41) CCOC(=O)C1(CC2CCCCO2)CCN(Cc2cc(F)ccc2-n2cccn2)CC1 (configuration not stated)
42) COC(C(=O)N/N=C/c1ccc(OCC(=O)N2CCOCC2)cc1)c1ccccc1 (configuration not stated)
43) O=c1oc(-c2cccc([N+](=O)[O-])c2)nc2ccccc12
44) S=C(NCCc1ccccc1)N1CCCCC1
45) COc1ccc(OCc2cc(C(=O)N3CCSCC3)no2)c(Cl)c1
46) Cn1c(=O)c2c(nc(N3CCOCC3)n2CC(=O)C23CC4CC(CC(C4)C2)C3)n(C)c1=O
47) CCOC(=O)CN1CC23C=CC(O2)C(C(=O)Nc2ccc(OC)cc2OC)C3C1=O (configuration not stated)
48) C/C=C/C(=O)OCC(=O)Nc1nc2ccc(C)cc2s1
49) COc1ccc2[nH]c3c(=O)n(CCCCC(=O)N4CCCC4)c(=S)[nH]c3c2c1
50) COc1ccc(S(=O)(=O)NC(C)C)cc1-n1cnnn1
51) CCCOc1c(Cl)cc(/C=N/O)cc1OCC
52) CCOc1ccc(C(=O)NCC(=O)NCC(c2ccc(OC)cc2)N2CCOCC2)cc1OCC (configuration not stated)
53) COc1ccc(-c2n[nH]c(C)c2-c2ccc(Cl)cc2)c(O)c1
Screen / compound no.	41	42	43	44	45	46	47	48	49	50	51	52	53
HTR5A ag	-4	1	6	-6	-5	-6	-2	7	-1	5	4	5	3
PKA-R1A act	1	10	-4	-4	8	-9	2	-4	-16	11	-5	-9	-9
Arr AP2 block	9	-1	4	-18	7	-12	3	1	9	35	16	-3	6
MOR-DOR inv ag	-298	2	14	14	2	7	3	-4	2	16	-9	2	-81
PKA-R2B act	-10	2	6	9	0	-9	-4	2	-13	1	-8	-5	-6
V-ATPase pHluor	4	1	3	4	-3	-1	-1	-2	1	4	1	2	0
HTR5A inv ctr	0	-2	-16	15	12	-4	5	-20	-9	-14	-9	8	-9
OPRM1-OPRD1 ag	61*	-0.4	-2.7	-2.8	-0.5	-1.4	-0.7	0.6	-0.3	-3.1	2.3	-0.3	14
DSG3 Ab inh	108	104	119	98	103	.	107	.	129	100	.	104	100
DAGLB inh	-2	0	4	0	-5	-3	2	-4	5	1	-7	3	-1
